Compound activity (PubChem BioAssay)
KCNQ2 inh – KCNQ2 potassium channel inhibitors, primary screen, cell-based, CHO-K1, FluxOR thallium flux, B-score (AID 2156). O88943. 20 min; stronger effect = lower value. B-score at 10 µM. 310,000 tested, 1.1% active;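 active = fluorescence ratio B-score at most minus 3 library SDs, with starting brightness B-score within 2 library SDs, cut at about -5.5 in these data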
Kir21 inh – Kir2.1 (mouse) channel inhibition. HEK293-Kir2.1, FluxOR thallium flux fluorescence; stronger effect = lower value. 310,000 tested, 0.85% active. B-score at 10 µM;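 active = fluorescence ratio B-score at or below minus 3 SD of library scores, with starting-brightness B-score within 2 SD, cut at about -4.2 in these data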;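 note: channel flux triggered by added potassium and thallium sulfate stimulus; B-score of peak minus minimum fluorescence over baseline after thallium stimulus; more negative B-score means stronger Kir2.1 block with less thallium influx; some compounds called inactive have numbers as strong as hits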
Target sequence (P35561 whole entry, looked up): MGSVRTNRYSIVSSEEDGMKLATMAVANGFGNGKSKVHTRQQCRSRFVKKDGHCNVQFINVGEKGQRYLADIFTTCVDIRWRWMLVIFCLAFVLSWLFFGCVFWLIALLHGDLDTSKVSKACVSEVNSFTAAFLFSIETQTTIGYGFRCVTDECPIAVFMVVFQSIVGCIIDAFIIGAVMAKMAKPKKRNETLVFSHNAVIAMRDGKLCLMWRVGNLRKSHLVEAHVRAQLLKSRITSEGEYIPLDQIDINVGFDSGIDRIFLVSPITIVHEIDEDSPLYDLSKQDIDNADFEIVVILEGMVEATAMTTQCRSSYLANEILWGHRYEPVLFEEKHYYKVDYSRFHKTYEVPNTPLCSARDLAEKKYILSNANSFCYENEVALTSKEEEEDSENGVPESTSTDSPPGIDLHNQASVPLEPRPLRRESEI
CHT block – inhibitors of human choline transporter CHT; CHT-expressing cells, membrane potential dye, choline response; stronger effect = lower value; B-score at 10 µM; 310,000 tested, 0.86% active;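 active = B-score over 3 SD under the library average, and starting fluorescence ratio not unusually high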;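 note: choline stimulus applied at its EC90 after an EC20 pre-addition; B-score computed on integrated fluorescence ratio after choline addition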
Target sequence (Q9GZV3 whole entry, looked up): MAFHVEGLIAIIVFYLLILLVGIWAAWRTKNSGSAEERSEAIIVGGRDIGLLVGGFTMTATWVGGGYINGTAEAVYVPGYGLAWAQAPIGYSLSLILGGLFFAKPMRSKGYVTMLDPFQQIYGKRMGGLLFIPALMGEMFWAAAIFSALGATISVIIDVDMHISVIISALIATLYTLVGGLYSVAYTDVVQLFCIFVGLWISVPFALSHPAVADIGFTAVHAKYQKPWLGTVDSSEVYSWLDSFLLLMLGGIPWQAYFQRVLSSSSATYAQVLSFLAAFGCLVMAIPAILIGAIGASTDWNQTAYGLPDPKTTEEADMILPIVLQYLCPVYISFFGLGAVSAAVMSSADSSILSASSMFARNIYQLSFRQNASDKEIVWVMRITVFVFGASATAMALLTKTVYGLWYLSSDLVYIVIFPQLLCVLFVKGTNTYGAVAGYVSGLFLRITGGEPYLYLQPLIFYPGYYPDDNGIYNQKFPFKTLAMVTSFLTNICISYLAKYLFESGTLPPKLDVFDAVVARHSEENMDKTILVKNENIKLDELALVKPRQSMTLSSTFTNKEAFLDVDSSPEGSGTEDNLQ
An asterisk follows results filed as active; i = inactive. Only part of the results is shown. The share of hits here may be higher or lower than overall.

smiles | CHT block | KCNQ2 inh | Kir21 inh
CC1=C(C(=O)N2CCC3(CC2)OCCO3)C2(CCC(C)CC2)OC1=O (stereo not drawn) | i | i | 1.1
Cc1ccc2c(c1Cl)NC(C(=O)O)C1CC(Sc3ccccc3[N+](=O)[O-])C(Cl)C21 (stereo not drawn) | i | i | -0.38
N[C@@H](Cc1c[nH]c2ccccc12)c1nnc(SCc2ccccc2F)o1 | i | i | 0.21
O=P(Nc1cccc(Cl)c1)(Oc1ccccc1)Oc1ccccc1 | i | -5.6* | -0.01
O=C1NC(=O)N(c2ccc(F)cc2)C(=O)/C1=C/c1ccc(N2CCOCC2)cc1 | i | i | 0.26
CC(CN1CCOCC1)OC(=O)Cc1ccccc1 (stereo not drawn) | i | i | 0.09
C=C1N2CCC(CC2)C1(O)c1ccc(C)c(C)c1 (stereo not drawn) | i | i | 0.01
NC(=O)Nc1ccc(C(=O)OCC(=O)Nc2ccc(Cl)cc2C(=O)c2ccccc2)cc1 | i | i | 0.59
Cc1cc(OC(C)C(=O)NCc2cccnc2)c2c3c(c(=O)oc2c1)CCC3 (stereo not drawn) | i | i | -0.04
Cc1ccc(-n2c(O)c(C=NCCC3=CCCCC3)c(=O)[nH]c2=O)cc1 | i | i | -0.37

An excerpt of these results, field by field.
Cc1ccc2c(c1Cl)NC(C(=O)O)C1CC(Sc3ccccc3[N+](=O)[O-])C(Cl)C21 (stereo not drawn)
  CHT block = i; KCNQ2 inh = i; Kir21 inh = -0.38
N[C@@H](Cc1c[nH]c2ccccc12)c1nnc(SCc2ccccc2F)o1
  CHT block = i; KCNQ2 inh = i; Kir21 inh = 0.21
O=P(Nc1cccc(Cl)c1)(Oc1ccccc1)Oc1ccccc1
  CHT block = i; KCNQ2 inh = -5.6*; Kir21 inh = -0.01
O=C1NC(=O)N(c2ccc(F)cc2)C(=O)/C1=C/c1ccc(N2CCOCC2)cc1
  CHT block = i; KCNQ2 inh = i; Kir21 inh = 0.26

Going on with the list:
smiles | CHT block | KCNQ2 inh | Kir21 inh
COc1cc2c(cc1OC)C(C1c3cc4c(cc3CCN1C)OCO4)OC2=O (stereo not drawn) | i | i | 1.3
Cc1nc2c(-c3ccccc3)c(C)nn2c(C)c1CCC(=O)N1CCC2(CC1)OCCO2 | i | i | 0.01
Clc1ccccc1C1=NCc2nncn2-c2sc(Br)cc21 | i | i | 1.2
Cc1ccc(-c2nc3ccccc3c(=O)n2-c2ccccn2)cc1 | i | i | -0.13
COc1cc2c(C(=O)O)c(C)n(C)c2cc1Br | i | i | -0.61
Cc1c(C(=O)Nc2ccccc2)cc(-c2ccccc2)n1CCCN1CCOCC1 | i | i | 1.1
O=C(NCCN1CCCCC1)c1ccc(Cl)nc1Cl | i | i | 1.7
CN=C(SCC(=O)c1cccc(Cl)c1)c1c(O)n(C)c(=O)n(C)c1=O | i | i | -0.64
C#CC[N+]1(C)[C@@H]2CC(OC(=O)C(CO)c3ccccc3)C[C@H]1C(O)C2 (stereo partly drawn) | i | i | 1.2
CCOC(=O)c1ccc(NC(=O)C2C3C=CC(O3)C2C(=O)O)cc1 (stereo not drawn) | i | i | 0.34
Cc1ccc(C2=NN(CCC(=O)N3CCC4(CC3)OCCO4)C(=O)CC2)cc1 | i | i | -1.2
COC(=O)c1cccc(NC(=O)N2C[C@H]3C[C@@H](C2)c2cccc(=O)n2C3)c1 | i | i | -0.39
CCn1ccnc1CN1CCCC(C(=O)c2cc(Cl)ccc2OC)C1 (stereo not drawn) | i | i | -0.49
O=c1[nH]c(=O)n(Cc2ccc(F)cc2)c(O)c1/C=N/Nc1ccccc1 | i | i | 0.84
CCOC(=O)N(C)c1ccc(C(O)(C(=O)OC)C(F)(F)F)cc1 (stereo not drawn) | i | i | 1.5
CCCCCCN=Cc1c(O)n(C)c(=O)n(C)c1=O | i | i | -0.04
COC(=O)[C@@]1(C#N)[C@@H]2C=CC(C(C)=O)=CN2[C@@H](C(N)=O)[C@@H]1c1ccc(F)cc1 | i | i | -3
O=P(Oc1ccccc1)(Oc1ccccc1)N1CCN(c2ccc(F)cc2)CC1 | i | i | 1.2
Cc1ccc(Cn2nnnc2CN2CCC(n3nnc4cc(C)ccc43)CC2)cc1 | i | i | -0.6
Cc1cccc(-c2nc3ccc(C(=O)N4CCC5(CC4)OCCO5)cc3nc2-c2cccc(C)c2)c1 | i | i | 0.4
CC#CP(=O)(OCC)C(O)(c1ccccc1)C(F)(F)F (stereo not drawn) | i | i | -1.3
CCOC(=O)c1c(C)n(Cc2ccc(F)cc2)c2ccc(O)cc12 | i | i | 0.04
COc1ccc(CNC(C)Cc2cccs2)cc1 (stereo not drawn) | i | i | 0.44
CCCS(=O)(=O)N1CCC(C(=O)N2CCC3(CC2)OCCO3)CC1 | i | i | 0
O=c1c2ccccc2nc(-c2ccccc2Cl)n1-c1cccc(O)c1 | i | i | 0.54
CC(O)(CS(=O)(=O)c1ccccc1)C(=O)Nc1ccc(C(F)(F)F)cc1 (stereo not drawn) | i | i | -0.38
CC[C@H]1CN(C)C[C@@]2(C(=O)OC)Cc3c([nH]c4ccccc34)C(=O)C[C@@H]12 | i | i | 0.69
COc1cc2c(cc1OC)-c1c(OC)c(OC)cc3c1[C@H](C2)N(C)CC3 | i | i | 0.44
COc1ccc(-n2c(CN3CCOCC3)nc3ccccc3c2=O)c(OC)c1 | i | i | -0.75
Cc1nn(Cc2ccc(Cl)cc2Cl)c(Cl)c1C(=O)NC1CCCc2ccccc21 (stereo not drawn) | i | i | 0.08
COc1ccc(CCNCc2ccc(OC)c(OC)c2OC)cc1 | i | i | -1.8
O=[N+]([O-])c1ccc(N2CCOCC2)c2ccncc12 | i | i | -0.67
Cc1c(C=C2C(=O)N(C)C(=S)N(C)C2=O)c2ccccc2n1CC(=O)NCC1CCCO1 (stereo not drawn) | i | i | 0.3
CCC(C)n1c(O)c(C=NCC2CCCO2)c(=O)[nH]c1=S (stereo not drawn) | i | i | 0
CC1(C)C(C(=O)N2CCN(c3ccc(Cl)cc3)CC2)C1(C)C | i | i | 1.3
O=c1[nH]c(=O)n(-c2cccc(F)c2)c(O)c1/C=C1\C=Nc2ccccc21 | i | i | 0.11
CCCCn1c(O)c(C(C)=Nc2cccc(C(=O)O)c2)c(=O)[nH]c1=O | i | i | 1.4
CCN(CC(=O)Nc1ccc(C#N)c(Cl)c1)CC(=O)NC(C)(C)C | i | i | -2.4
O=C1NC(=O)N(CC2CCCO2)C(=O)/C1=C/c1cccs1 (stereo not drawn) | i | i | 1.1
O=C(Nc1ccccc1)c1c(O)[nH]c(=O)[nH]c1=O | i | i | -1.6
Cc1nn(C)c(C)c1P(=S)(c1c(C)nn(C)c1C)N(C)C | i | i | 0.14
OC(CNCCc1c[nH]c2ccccc12)C(F)(F)F (stereo not drawn) | i | i | 1.5
CCOC(=O)Cc1csc(NC(=O)c2c(O)c3ccccc3n(CCC(C)C)c2=O)n1 | i | i | -0.66
COc1ccc(-n2c(/C=C/c3ccc(O)c(O)c3)nc3ccccc3c2=O)cc1 | i | i | 1.4
O=c1[nH]c(=S)[nH]c(O)c1N=Nc1cc2c(cc1[N+](=O)[O-])OCO2 | i | i | -1.3
CC(C)CCNC(=O)c1cc(C(=O)c2cc(F)ccc2O)cn(CCC(C)C)c1=O | i | i | -1.2
CN1CC(C(=O)c2ccccc2)C(C(=O)c2ccccc2)C1 (stereo not drawn) | i | i | 0
CCOC(=O)C1=C(N)OC2=C(C(=O)CC(C)(C)C2)C12C(=O)Nc1ccccc12 (stereo not drawn) | i | i | 2.5
C=CCn1c(O)c(C(C)=NCCCn2ccnc2)c(=O)[nH]c1=O | i | i | -1.1
CCOc1cc2c(cc1OCC)-n1cccc1C(c1cccc(F)c1F)NC2 (stereo not drawn) | i | i | -0.22

Additional results follow:
smiles | CHT block | KCNQ2 inh | Kir21 inh
COC(=O)C1=CO[C@@H](C)[C@@H]2CN(CCc3c[nH]c4ccccc34)CC[C@H]12 | i | i | -2.3
COc1ccc(-c2cc(=Nc3cccc(C(=O)O)c3)c3cc(C)ccc3o2)cc1 | i | i | 0.81
Cc1cc(-c2ccccc2)cc(C)[n+]1Cc1ccccc1 | i | i | 1.6
O=c1c2ccccc2nc(-c2ccoc2)n1-c1ccccc1Cl | i | i | 0.29
CC(=NCc1ccc2c(c1)OCO2)c1c(O)n(-c2ccc(C)cc2)c(=O)[nH]c1=O | i | i | 1.2
Cc1cc(N2CCOCC2)nc2ccc(NC(=O)CCC(=O)N3CCC4(CC3)OCCO4)cc12 | i | i | 0.01
Cn1cccc1CNCCc1ccccc1F | i | i | -0.8
Oc1ccc2c3c1O[C@H]1c4[nH]c5ccccc5c4C[C@@]4(O)C(C2)N(CC2CC2)CC[C@]314 | i | i | -0.5
O=P(CCl)(Nc1ccccc1)C(Cl)(Cl)Cl (stereo not drawn) | i | i | 1.2
Cc1cc(/C=C2\C(=O)NC(=O)N(C)C2=O)c(C)n1-c1ccc2c(c1)OCO2 | i | i | -2.9
CNC(=O)N(C)c1ccc(C(O)(C(=O)OC)C(F)(F)F)cc1 (stereo not drawn) | i | i | 2.4
O=C(c1cccc(C(F)(F)F)c1)N1C[C@H]2C[C@@H](C1)c1cccc(=O)n1C2 | i | i | 0.13
CCCC(=O)c1c(O)[nH]c(=O)[nH]c1=O | i | i | -0.51
CCCN1CC(C)C(OC(C)=O)(c2ccccc2)CC1C (stereo not drawn) | i | i | -0.03
CC(=O)[C@H]1CC[C@H]2[C@@H]3CC[C@H]4C[C@H](O)CC[C@]4(C)[C@H]3C(=O)C[C@]12C | i | i | -2.2
CC(=Nc1ccc2c(c1)CCC2)c1c(O)n(C)c(=O)n(C)c1=O | i | i | 0.24
Cn1c(O)c(C=NCCc2c[nH]c3ccccc23)c(=O)n(C)c1=O | i | i | 0.83
Cc1ccc(CN2CC3CC(C2)c2cccc(=O)n2C3)cc1 (stereo not drawn) | i | i | -2.6
Cc1oc(-c2ccccc2Cl)nc1CN1C(=O)CN=C(c2ccccc2)c2ccccc21 | i | i | -0.69
Cc1[nH]n(-c2ccccc2)c(=O)c1C(c1ccc([N+](=O)[O-])cc1)c1c(C)[nH]n(-c2ccccc2)c1=O | -6.2* | i | 0.2
Clc1cnc(Oc2ccc(Oc3ncc(Cl)cc3Cl)cc2)c(Cl)c1 | i | -5.6* | 0.73
O=C(COc1ccc2ccccc2c1)N1CCN(C2CCN(Cc3ccccc3)CC2)CC1 | i | i | -3.4
O=c1c2ccccc2nc(-c2cccs2)n1-c1cnccn1 | i | i | 1.3
CCC(C(=O)N1CCC2(CC1)OCCO2)n1c2ccccc2c2nc(=O)cc(C)n21 (stereo not drawn) | i | i | 0.44
CCc1ccccc1N1C(=O)/C(=C/c2ccc(N3CCN(C)CC3)o2)C(=O)NC1=S | i | i | -6.1
CN1CC=C(/C=C/c2ccc(-c3ccccc3)cc2)CC1 | i | i | 1.4
CCOC(=O)c1cccc(NC(=O)c2c(O)[nH]c(=O)[nH]c2=O)c1 | i | i | -0.34
Fc1ccc(CN2CCN(c3ccc(Cl)cc3)CC2)cc1 | i | i | -0.07
O=C(O)c1ccccc1-c1ccc(C=C2C(=O)N(c3ccccc3)C(=S)N(c3ccccc3)C2=O)o1 | i | i | -1.7
O=C1NC(=O)C(CCc2ccncc2)(Cc2ccc3c(c2)OCO3)C(=O)N1CCc1ccccc1 (stereo not drawn) | i | i | -0.32
Cc1ccc(N=C(N(C)C)P(=O)(N(C)C)N(C)C)cc1 | i | i | -0.66
O=C(N=Nc1c(O)[nH]c(=O)[nH]c1=O)C1COc2cc3ccccc3cc2O1 (stereo not drawn) | i | i | 1.4
O=C1NC(=O)N(CCNc2ncc(C(F)(F)F)cc2Cl)C(=O)C1/C=N/OCc1c(F)cccc1Cl (stereo not drawn) | i | i | 1.9
COc1cc(N)c(Cl)cc1C(=O)NC1CN2CCC1CC2 (stereo not drawn) | i | i | -0.27
Cc1ccc(NC(=O)c2cn(CCC#N)nc2-c2ccc3c(c2)OCCO3)c([N+](=O)[O-])c1 | i | i | -1.4
O=c1[nH]c(=S)n(Cc2ccc(F)cc2)c(O)c1/C=N/N1CCCCC1 | i | i | -0.45
CCC(=O)N1CC(=O)Nc2ccc(Br)cc2C1c1ccccc1 (stereo not drawn) | i | i | -1.3
CC(C)N1CCN(c2ccc(O)cc2)CC1 | i | i | 0.76
C#CC1(OC(=O)c2ccccc2)CC(C)N(C)CC1C (stereo not drawn) | i | i | -2
COc1ccc(OCC(=O)Nc2ccc(Cl)cc2C(=O)c2ccccc2)cc1 | i | i | -0.8
CCCc1[nH]nc2c1C1(C(=O)N(Cc3ccccc3)c3ccccc31)C(C(=O)OC)=C(N)O2 (stereo not drawn) | i | i | -1.6
CN1C(=O)C(=Cc2cn(CC(=O)N3CCCCC3)c3ccccc23)C(=O)N(C)C1=O | i | i | 0.31
CCCCCCCn1c(=O)c(C(=O)Nc2cnccn2)c(O)c2ccccc21 | i | i | -1.7
